proCasp7 act = counter-screen: procaspase-7 (human) activation; P55210; recombinant procaspase-7, Ac-DEVD-pNA absorbance 405 nm; D23A/D198A/D206A triple mutant, cannot self-cleave; scale: DMSO 0, 5 µM enzyme 100; activation, % at 8.5 µM; actives 0.093% (n = 330,000);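 active = percent activation above the screen-wide mean plus 3 SD, cut at about 25% in these data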
Target sequence (P55210 whole entry D23A/D198A/D206A): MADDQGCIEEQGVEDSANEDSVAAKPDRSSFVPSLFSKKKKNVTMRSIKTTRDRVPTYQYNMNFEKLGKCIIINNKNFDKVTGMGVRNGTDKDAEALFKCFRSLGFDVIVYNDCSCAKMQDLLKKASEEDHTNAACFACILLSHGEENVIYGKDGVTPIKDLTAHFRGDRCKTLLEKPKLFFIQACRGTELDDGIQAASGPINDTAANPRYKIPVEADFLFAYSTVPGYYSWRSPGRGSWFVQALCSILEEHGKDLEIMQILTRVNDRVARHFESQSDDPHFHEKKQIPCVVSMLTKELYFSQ
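Material: Procaspase-7 triple mutant (PC-7 D3A) | Quantity: 2 µM procaspase-7 mutant as dispensed | Reagent: DEVD-pNA substrate | Times: 1 h preincubation, 2 h reaction | Technique: 405 nm absorbance of p-nitroaniline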
CTSL1 counter = counter-screen for PFM18AAP inhibitors: inhibitors of F. hepatica cathepsin L1; recombinant F. hepatica cathepsin L1, Z-Leu-Arg-MCA fluorescence; AID 1906; inhibition, % at 5.96 µM; actives 0.49% (n = 300,000);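 active = inhibition above the mean of all tested compounds plus 3 SD, set per screening campaign, cut at about 17% in these data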;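 also: 0% = plate median of test compound wells and 100% = 1 µM Z-Phe-Ala-diazomethylketone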
core dimer inh = HCV core protein dimerization inhibition; TR-FRET GST/Flag-core106 dimerization, 1536-well; inhibition, % at 5 µM; actives 0.33% (n = 300,000); AID 1899;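 active = inhibition above the mean of all tested compounds plus 3 SD, set per screening campaign, cut at about 45% in these data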
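Material: GST/Flag-tagged HCV core106 proteins. Incubation: 4 h, 22.5 °C incubation. Read-out basis: inhibition (%) from 671 over 617 nm ratio. Measured by: TR-FRET, excitation 340 nm, emission 617 and 671 nm.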
AHR act = activates the human aryl hydrocarbon receptor | P35869 | AHR-responsive luciferase reporter cells, luminescence | activation, % at 5 µM | actives 2.5% (n = 320,000); in the data active = activation above about 47%;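 also: 0% = vehicle wells and 100% = reference agonist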
Target sequence (P35869 whole entry, looked up): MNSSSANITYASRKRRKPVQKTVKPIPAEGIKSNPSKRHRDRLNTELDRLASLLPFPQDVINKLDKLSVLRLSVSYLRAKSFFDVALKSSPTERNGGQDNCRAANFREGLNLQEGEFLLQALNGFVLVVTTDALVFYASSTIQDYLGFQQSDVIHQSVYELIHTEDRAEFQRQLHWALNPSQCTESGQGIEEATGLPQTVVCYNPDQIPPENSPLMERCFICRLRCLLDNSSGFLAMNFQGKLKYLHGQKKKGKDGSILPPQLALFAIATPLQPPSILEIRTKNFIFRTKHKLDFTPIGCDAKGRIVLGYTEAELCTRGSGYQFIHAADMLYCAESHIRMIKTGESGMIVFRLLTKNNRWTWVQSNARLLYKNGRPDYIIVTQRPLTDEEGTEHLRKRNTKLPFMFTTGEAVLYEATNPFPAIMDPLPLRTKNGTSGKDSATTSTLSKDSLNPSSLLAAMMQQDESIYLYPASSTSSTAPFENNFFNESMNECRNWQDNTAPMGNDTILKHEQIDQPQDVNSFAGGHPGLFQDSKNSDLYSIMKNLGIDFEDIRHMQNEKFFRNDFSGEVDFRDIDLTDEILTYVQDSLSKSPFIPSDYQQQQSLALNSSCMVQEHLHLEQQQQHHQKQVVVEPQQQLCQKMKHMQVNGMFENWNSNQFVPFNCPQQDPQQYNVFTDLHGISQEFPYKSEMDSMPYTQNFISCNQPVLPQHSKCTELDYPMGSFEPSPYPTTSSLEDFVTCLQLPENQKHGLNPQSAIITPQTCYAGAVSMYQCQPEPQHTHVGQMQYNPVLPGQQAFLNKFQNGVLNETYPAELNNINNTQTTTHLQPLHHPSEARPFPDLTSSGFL
PP5 inh = blocks human protein phosphatase 5 activity | P53041 | purified PP5c, OMFP substrate fluorescence | inhibition, % at 6.7 µM | actives 0.18% (n = 320,000);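 active = inhibition above the campaign's mean inhibition across all tested compounds plus 3 SD, cut at about 9.5% in these data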;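 also: 0% = DMSO only and 100% = 100 µM cantharidin control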
TPT1 inhibitor = inhibitors of Candida albicans tRNA 2'-phosphotransferase TPT1 | inhibition, % at 5 µM | recombinant caTPT1, FP RNA substrate dephosphorylation | AID 1962 | actives 0.81% (n = 300,000);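 active = inhibition above the mean of all tested compounds plus 3 SD, set per screening campaign, cut at about 24% in these data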;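 also: plate controls were DMSO alone for no effect and ferristatin control at 100 nM for full effect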
proCasp3 act = activators of human procaspase-3; actives 0.11% (n = 330,000); P42574; activation, % at 8.5 µM; AID 463141; recombinant procaspase-3 D3A, Ac-DEVD-pNA absorbance 405 nm;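 active = activation above the mean of all tested compounds plus 3 SD, cut at about 21% in these data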;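 also: 0% = DMSO alone and 100% = DMSO wells spiked with extra 5 µM PC-3 D3A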
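Evaluation: percent activation relative to control range; Material: Procaspase-3 D3A mutant, all three cleavage aspartates alanine; Compound: single dose, 8.5 µM nominal compound, 0.8% DMSO; Replication: one well per compound; Signal: absorbance at 405 nm, 0 and 120 min; Schedule: 1 h preincubation plus 2 h reaction at 25 °C.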
PP1 inh = counter-screen for PP5 inhibitors: inhibitors of human PP1-alpha; AID 2235; inhibition, % at 6.7 µM; P62136; purified PP1alpha, OMFP fluorescence; actives 0.9% (n = 320,000);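 active = inhibition above the mean inhibition of all tested compounds plus 3 SD, computed separately for each screening campaign, cut at about 15% in these data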
PAFAH2 inh = inhibitors of human PAFAH2; Q99487; recombinant PAFAH2, FP-rhodamine activity probe, fluorescence polarization; inhibition, % at 3.39 µM; actives 0.99% (n = 340,000); AID 492956;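 active = inhibition above the mean over all tested compounds plus 3 SD, cut at about 30% in these data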;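 also: inhibitors block probe labeling of enzyme so polarization drops; 0% = enzyme with DMSO and 100% = wells lacking PAFAH2 protein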
An asterisk follows results filed as active; / = no result given. This is a random part of the collection. Share with any hit: about 5.6%.

SMILES	proCasp7 act	CTSL1 counter	core dimer inh	AHR act	PP5 inh	TPT1 inhibitor	proCasp3 act	PP1 inh	PAFAH2 inh
COc1ccc(CCNC(=O)C2CCC(=O)N(C3CCCCCC3)C2)cc1 (stereo unspecified)	13	5	-2	-2	-1.4	4	0	2	0
CN(Cc1nc2ccc(F)cc2[nH]1)Cc1nc(CC2CC2)no1	-4	-4	-15	3	3.8	-2	-8	1	3
Nc1cccc(C(=O)Nc2ccco2)c1	-2	4	-10	9	2.3	-8	6	-2	-2
CCOc1ccccc1N1CCN(CC(=O)N(CC(C)C)c2c(N)n(CC(C)C)c(=O)[nH]c2=O)CC1	0	0	-11	0	1.3	-3	5	0	-1
Cc1cccc(C)c1NC(=O)NC1(C(=O)N2CCN3CCCC3C2)CCCCC1 (stereo unspecified)	-6	-1	-14	1	2.1	-3	5	0	0
O=C(OCC(=O)N1CCc2ccccc2C1)c1ccc(OC(F)F)cc1	8	/	/	0	-1.9	/	2	-5	20
O=C(COC(=O)c1ccc(O)cc1)NCCC1=CCCCC1	9	-3	6	0	0.7	2	8	-4	57*
COc1ccccc1N1C(C)=CC(=C(C#N)c2nc3ccccc3s2)C=C1C	-17	3	13	5	-0.1	18	-24	-3	3
Cc1cc(C(=O)OCC(=O)N(CC(C)C)c2c(N)n(Cc3ccccc3)c(=O)[nH]c2=O)c2ccccc2n1	-5	1	5	2	1.0	3	12	0	-4
CCOC(=O)c1cc(NC(=O)COC)ccc1O	5	-2	1	0	-1.3	-5	3	-6	/
COc1cc(C)c(C(C)C)cc1S(=O)(=O)N1CCOCC1	0	-4	-1	2	-0.3	-8	10	11	-6
COc1cccc(CCc2nc3ccccc3c(=O)n2N)c1	-1	6	-4	4	3.4	2	0	-3	5
COc1ccc(CCNCC(O)c2ccccc2)cc1 (stereo unspecified)	-2	-3	-3	2	3.8	-1	-4	-1	0
CN1CCN(C(=O)CSc2nc3ccc(NC(=O)c4ccccc4F)cc3s2)CC1	-7	-4	-2	-3	-1.6	0	3	-1	-6
O=C(c1cc2ccccc2o1)N1CCC(N2CCC(C(=O)N3CCCC3)CC2)CC1	6	-2	-1	1	-0.5	-1	3	-4	-12
NS(=O)(=O)c1ccc(-c2cccc(/C=C3\SC(=O)NC3=O)c2)cc1	0	-2	30	17	0.4	-4	-7	-1	2
COc1ccc(N2CCN(C(CNC(=O)OCc3ccccc3)c3ccco3)CC2)cc1 (stereo unspecified)	-2	1	-3	1	-0.7	5	-2	5	2
O=C1/C(=C/c2cccs2)SC(=S)N1CCCC(=O)N(CCO)c1ccccc1	-6	1	-4	-2	4.6	-3	-2	10	9
O=C(CCl)c1cc2c3c(c1)CC(=O)N3CCC2	-10	13	14	1	2.7	0	-11	-5	-4
CCn1ncc(C2=NOC(C(=O)Nc3cccnc3)C2)c1C (stereo unspecified)	2	5	2	0	0.1	3	0	-2	8

Entries of single compounds as entered above. Screens in order: proCasp7 act	CTSL1 counter	core dimer inh	AHR act	PP5 inh	TPT1 inhibitor	proCasp3 act	PP1 inh	PAFAH2 inh
COc1ccc(CCNCC(O)c2ccccc2)cc1 (stereo unspecified) is listed with -2	-3	-3	2	3.8	-1	-4	-1	0
COc1cccc(CCc2nc3ccccc3c(=O)n2N)c1 is listed with -1	6	-4	4	3.4	2	0	-3	5
Cc1cccc(C)c1NC(=O)NC1(C(=O)N2CCN3CCCC3C2)CCCCC1 (stereo unspecified) is listed with -6	-1	-14	1	2.1	-3	5	0	0

Carrying on.
SMILES	proCasp7 act	CTSL1 counter	core dimer inh	AHR act	PP5 inh	TPT1 inhibitor	proCasp3 act	PP1 inh	PAFAH2 inh
CCC(=O)c1ccc(OCC(=O)NCc2ccccc2CN2CCCC2)cc1	-4	/	/	3	/	/	-3	/	0
CCCn1c(N)c(C(=O)CSc2nc3ccccc3c(=O)n2-c2ccc(OC)cc2)c(=O)[nH]c1=O	8	3	12	0	-0.7	2	-1	-4	6
COc1ccc(Cc2nc3ccc(C(=O)N4C[C@@H](C)O[C@@H](C)C4)cc3o2)cc1OC	-8	3	-1	4	1.9	2	2	3	2
Cc1ccc(CN2CCSc3ccc(C(=O)NCCCN4CCOCC4)cc32)cc1	5	4	7	-1	0.1	-1	6	0	0
Cc1ccc(-n2nc3c(N4CCC(C(=O)NCc5ccccc5C)CC4)nnc(C)c3c2C)cc1	-2	3	9	0	3.6	16	3	16*	3
O=C(Cc1ccc([N+](=O)[O-])cc1)Nc1ccc(C(=O)N2CCOCC2)cc1	9	-1	5	0	-1.9	1	-1	-1	1
CC(C)OC(=O)CCC(=O)Nc1ccc(F)cc1	3	0	-4	1	-1.1	-1	-1	-4	0
COC(=O)[C@@]12CCCCN1[C@H](c1ccc(-c3ccc(Cl)c(Cl)c3)c(OC)c1)[C@H]1C(=O)N(C)C(=O)[C@H]12	-3	/	/	0	/	/	5	/	3
COc1cc([C@H]2Oc3c(OC)cc(CCCO[C@@H]4O[C@H](CO)[C@@H](O)[C@H](O)[C@H]4O)cc3[C@@H]2CO)ccc1O	-5	1	-8	-1	3.5	-2	3	-4	2
Cc1cccc(N2C(=O)c3ccc(Br)cc3C2=O)n1	5	4	-3	-3	1.8	-1	-3	1	2
Cc1ccccc1-n1nc2c(c1NC(=O)c1c(-c3ccccc3Cl)noc1C)CSC2	-1	-2	12	0	1.4	2	6	4	-17
COc1cccc2[nH]c3c(N4CCC(C(N)=O)CC4)ncnc3c12	1	2	-7	3	-0.4	0	-5	-5	6
Cc1cc(NC(=O)C2CCCCC2)nc2c1c(=O)oc1ccccc12	-2	-1	7	13	3.5	1	5	0	-2
Cc1ccc(C)c(CN2C(=O)CSc3ccc(C(=O)NCCN4CCOCC4)cc32)c1	-1	10	-14	4	2.8	-6	-2	2	-11
CC(C)CCn1c(CN2CC(C)OC(C)C2)nc2c1c(=O)n(C)c(=O)n2C (stereo unspecified)	-5	-4	5	-3	2.8	3	-3	-4	4
O=C(CCN1C(=O)/C(=C/c2ccc(F)cc2)SC1=S)NNC(=O)c1ccncc1	-9	3	-2	6	2.7	-1	-8	2	1
CCOC(=O)c1c(NC(=O)C2c3ccccc3Oc3ccccc32)sc(C(C)=O)c1C	5	3	10	-1	0.1	-1	-3	-2	-5
CCN(CC)CCCNC(=O)c1cc2c(=O)n(C)c3ccccc3c2n1C	6	-2	-5	8	1.6	-1	-3	-1	-2
O=S(=O)(c1ccc(OC(F)(F)F)cc1)N1CCCC(c2ccccc2)C1 (stereo unspecified)	-3	3	2	2	3.9	-4	8	-1	9
COc1cccc(CN2CC(C(=O)NCCN3CCOC3=O)CCC2=O)c1 (stereo unspecified)	9	2	-6	-1	-0.9	-4	-4	-1	-4
O=C(NC(=S)Nc1ccccc1N1CCOCC1)c1ccc(-c2cccc(Cl)c2)o1	-11	-1	41	8	0.4	3	-5	-10	-9
COc1ccc(/C=C/C2=NN(Cc3ccccc3)C(=O)CC2)cc1	-5	1	4	8	3.9	1	-7	1	4
CC(C)(C)c1ccc(S(=O)(=O)N2CCCCC2C(=O)NCc2ccccn2)cc1 (stereo unspecified)	6	2	0	-1	3.7	0	0	-5	0
Clc1ccc(CSc2nncn2-c2ccc3c(c2)OCCO3)cc1	1	2	2	-1	1.2	1	-4	-2	8
O=c1cc2oc3cc(O)c(O)cc3c(-c3ccccc3[N+](=O)[O-])c-2cc1O	0	5	-29	0	9.3	0	5	26*	57*
Cc1cccc(OCc2nnc(SCC(=O)N3CCN(c4ccccc4)CC3)o2)c1C	3	2	6	1	2.2	-1	2	1	5
CCOc1ccccc1C(=O)OCC(=O)Nc1ncc(C(F)(F)F)cc1Cl	4	-6	-1	-5	0.1	-4	-2	1	4
O=C(c1ccc(CS(=O)c2cccc(Cl)c2)o1)N1CCN(C2CCCCC2)CC1 (stereo unspecified)	-3	1	4	1	-0.8	3	-6	-3	1
O=C(CCc1nc2ccccc2c(=O)[nH]1)Nc1ccc(N2CCCCC2)cc1	10	-1	-4	11	0.5	-3	-2	0	2
CCN1C(=O)c2ccccc2S(=O)(=O)c2ccc(C(=O)NC(C)C)cc21	5	-1	0	25	0.6	-3	-3	0	-1
O=c1cc(-c2ccc(O)cc2)oc2ccc3ccccc3c12	29*	/	/	-4	2.9	/	22*	2	-15
COC(=O)c1ccc(COC(=O)c2ccc(-n3cnnn3)cc2)o1	-6	0	-1	-2	1.5	4	0	-1	2
COc1ccc(C(=O)COc2ccc3c(C)cc(=O)oc3c2)cc1	3	1	-1	-9	0.5	2	4	3	-21
O=C(CNC(=O)C12CC3CC(CC(C3)C1)C2)OCc1cc(=O)n2cc(Br)ccc2n1	7	-8	9	1	-0.8	0	4	0	5
Cc1ccc(NC(=O)COc2ccccc2CNC(C)(C)CC(C)(C)C)cc1	7	0	-8	13	-0.9	6	8	2	1
CCOC(=O)c1ccccc1NC1OC(=O)c2ccccc21 (stereo unspecified)	10	2	-1	0	-0.4	-1	-5	-3	-3
O=C1C=C(c2cc3ccccc3s2)C[C@@H](c2ccc(F)cc2)C1	6	/	/	-7	4.2	/	2	8	-14
Cc1ccc(O)c(N=Cc2cccs2)c1	-7	-3	-14	42	3.5	2	-5	-3	0
O=S(=O)(Nc1ccc(-c2cn3ccsc3n2)cc1)c1ccc2c(c1)OCCO2	3	-4	5	6	3.6	1	4	3	12
O=C(/C=C/c1ccccc1Cl)NCCc1ccc(F)cc1	7	1	-9	8	2.5	3	-6	0	3

Copied from the list.
TPT1 inhibitor result of `Clc1ccc(CSc2nncn2-c2ccc3c(c2)OCCO3)cc1` → 1
TPT1 inhibitor result of `CC(C)(C)c1ccc(S(=O)(=O)N2CCCCC2C(=O)NCc2ccccn2)cc1` (stereo unspecified) → 0

Marked active in proCasp3 act, of those listed so far:
SMILES	core dimer inh	AHR act	PP5 inh	TPT1 inhibitor	proCasp3 act	PAFAH2 inh
O=c1cc(-c2ccc(O)cc2)oc2ccc3ccccc3c12	/	-4	2.9	/	22*	-15

Other structures:
SMILES	proCasp7 act	CTSL1 counter	core dimer inh	AHR act	PP5 inh	TPT1 inhibitor	proCasp3 act	PP1 inh	PAFAH2 inh
COc1ccccc1Oc1ccc(N/C=C2/CCCC2=O)cc1	-12	6	21	0	1.0	0	-7	-4	-3
CCOC(=O)CSc1nc(C2CC2)nc2ccccc12	-5	-3	3	0	0.9	-3	-4	-4	7
CC12CC3(C)CC(C)(C1)CC(C(=O)NC(=S)N1CCOCC1)(C2)C3	-18	3	8	-1	2.5	4	-9	1	-11
CC(=O)N1CCc2cc(N=NC3=C(O)CCCC3=O)ccc21	-17	6	-1	0	0.8	19	-1	-1	-3
COc1ccc2oc(=O)c(/C(C)=N/Nc3nc(-c4cc(C)ccc4C)cs3)cc2c1	-7	1	56*	5	-0.6	4	-15	4	2
CSc1ccc(C(=O)/C=C/c2ccc(N)cc2)cc1	-4	0	3	6	0.7	1	-4	-2	2
CC(OC(=O)c1ccc([N+](=O)[O-])s1)C(=O)Nc1ncc(Cl)cc1Cl (stereo unspecified)	14	27*	-5	3	-0.7	-7	7	5	30*
O=C(Nc1ccc(F)cc1)c1nc[nH]c1C(=O)Nc1ccc([N+](=O)[O-])cc1	-7	6	20	17	1.2	-1	4	-4	3
Oc1c(Br)cc(Br)cc1/C=N/n1c(-c2ccccc2)n[nH]c1=S	-7	-9	-11	8	-1.1	3	1	0	-1
CCOC(=O)CSc1nnc(-c2ccccc2)o1	-2	-1	2	-5	0.5	1	4	-3	-2
